Screening results from PubChem BioAssay.
Cardiac RTF inh – cardiac RTF calcium desensitization. P19429+P45379. IANBD-labeled cardiac RTF, Ca2+ fluorescence. inhibition, % at 7.15 µM. hit rate 0.12% among 340,000. AID 493244;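 active = inhibition above the mean inhibition of all tested compounds plus 3 SD, cut at about 17% in these data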;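 also: assay run at fixed EC70 calcium of 1.6 mM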
PvdQ acylase – P. aeruginosa PvdQ acylase inhibition; purified PvdQ acylase, fluorescence plate reader; inhibition, % at 10 µM; hit rate 0.063% among 340,000; in the data active = inhibition above about 30%, passing the limit was not always enough; inconclusive = no clear call, values can overlap the other calls;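 also: 0% = vehicle neutral wells and 100% = reference inhibitor wells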
NSD2 HMT inh – NSD2 (human) methyltransferase inhibition | NSD2 peptide methylation, AlphaScreen, 120 min | inhibition, % at 12.5 µM | hit rate 0.54% among 310,000 | AID 743445; in the data active = inhibition above about 50%
Target sequence (O96028 whole entry, looked up): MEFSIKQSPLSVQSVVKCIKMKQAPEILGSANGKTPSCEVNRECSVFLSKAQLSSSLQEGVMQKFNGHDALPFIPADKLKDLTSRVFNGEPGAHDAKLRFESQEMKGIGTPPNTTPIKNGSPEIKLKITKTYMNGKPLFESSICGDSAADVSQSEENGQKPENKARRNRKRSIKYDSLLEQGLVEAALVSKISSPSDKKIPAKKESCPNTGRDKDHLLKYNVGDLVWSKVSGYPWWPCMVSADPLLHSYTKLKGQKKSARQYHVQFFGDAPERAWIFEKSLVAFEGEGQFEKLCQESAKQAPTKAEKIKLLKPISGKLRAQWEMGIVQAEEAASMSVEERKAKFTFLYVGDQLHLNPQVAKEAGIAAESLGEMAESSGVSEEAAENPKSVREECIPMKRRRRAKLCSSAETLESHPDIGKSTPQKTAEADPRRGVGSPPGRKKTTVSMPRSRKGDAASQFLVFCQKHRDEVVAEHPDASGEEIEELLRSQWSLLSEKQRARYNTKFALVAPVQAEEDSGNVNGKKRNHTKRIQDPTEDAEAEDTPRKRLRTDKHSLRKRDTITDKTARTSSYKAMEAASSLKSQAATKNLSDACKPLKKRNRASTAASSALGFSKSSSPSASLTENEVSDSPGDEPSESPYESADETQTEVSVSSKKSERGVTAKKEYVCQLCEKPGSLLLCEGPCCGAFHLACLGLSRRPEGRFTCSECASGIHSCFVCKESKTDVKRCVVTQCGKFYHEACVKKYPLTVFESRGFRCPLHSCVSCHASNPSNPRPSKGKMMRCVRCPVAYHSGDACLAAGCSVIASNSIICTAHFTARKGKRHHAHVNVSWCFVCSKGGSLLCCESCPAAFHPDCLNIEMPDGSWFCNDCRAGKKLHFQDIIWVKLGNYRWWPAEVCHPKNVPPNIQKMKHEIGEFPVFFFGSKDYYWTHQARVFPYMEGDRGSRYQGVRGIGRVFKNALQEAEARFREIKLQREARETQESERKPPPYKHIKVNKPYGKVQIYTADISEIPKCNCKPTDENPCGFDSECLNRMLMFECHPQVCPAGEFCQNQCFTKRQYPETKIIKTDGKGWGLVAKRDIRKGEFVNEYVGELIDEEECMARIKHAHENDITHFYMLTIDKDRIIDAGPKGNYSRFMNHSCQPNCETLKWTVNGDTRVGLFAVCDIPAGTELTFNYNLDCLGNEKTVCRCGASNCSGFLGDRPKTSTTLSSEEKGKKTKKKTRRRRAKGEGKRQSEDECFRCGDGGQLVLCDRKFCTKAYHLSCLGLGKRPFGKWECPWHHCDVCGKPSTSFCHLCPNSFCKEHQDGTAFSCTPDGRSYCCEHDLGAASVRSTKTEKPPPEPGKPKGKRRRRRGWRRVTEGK
dFosB activator – activators of mouse delta FosB homodimer. P13346. purified delta FosB, TAMRA-CDK5 oligo fluorescence polarization; percent of positive-control signal above neutral wells. activation, % at 25 µM. hit rate 0.99% among 340,000. AID 493131;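 active = mean activation above about 17%, with every replicate also reaching it, limit read from the data, passing the limit was not always enough; inconclusive = only one of the two conditions met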;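 also: fluorescence polarization rise as delta FosB binds a TAMRA Cdk5 AP-1 oligo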
PfHsp90 yeast 2 – inhibits growth of yeast expressing Plasmodium falciparum Hsp90; S. cerevisiae expressing PfHsp90, BacTiter-Glo ATP, 48 h; yeast lacking PDR1 and PDR3 efflux regulators; inhibition, % at 9.4 µM; hit rate 0.32% among 310,000; AID 504621;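 active = every replicate shows inhibition above about 80%, whatever the replicate mean, limit read from the data; inconclusive = mean inhibition reaches the set limit but some replicate falls short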;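 also: 0% = DMSO neutral controls and 100% = 20 µM radicicol positive controls; yeast relying on Plasmodium falciparum Hsp90 in place of its own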
SUMO Mot1 rescue – blocks SUMOylation pathway, rescuing yeast Mot1-301 growth | S. cerevisiae Mot1-301 growth rescue, ATP luminescence, 38.5C; percent above DMSO median, 100 means doubled | growth rescue, % at 18.8 µM | AID 2716 | hit rate 1% among 320,000;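 active = every valid replicate shows activation above 250% relative to neutral control wells; inactive = the rest, any valid replicate at or below 250%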;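 also: OY570 slx delta 5 strain wells were the positive control but not used for scaling; some compounds called inactive have numbers as strong as hits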
Keap1 Nrf2 FP – Keap1-Nrf2 (human) interaction inhibition; Q14145; Keap1 Kelch-Nrf2 peptide fluorescence polarization, 1536-well; inhibition, % at 9.4 µM; hit rate 0.15% among 340,000; in the data active = inhibition above about 12%; inconclusive = no clear call, values can overlap the other calls; inactive = below about 7.3%;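 also: human Keap1 Kelch domain with fluorescein labeled Nrf2 9mer peptide probe; 0% = neutral control wells and 100% = peptide positive control; higher means more block of Keap1 binding to Nrf2 peptide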
CDK5 inh – CDK5/p35 (human) kinase inhibition. Q00535+Q15078. Recombinant CDK5/p35, ADP-Glo luminescence, 60 min. inhibition, % at 10 µM. hit rate 0.01% among 330,000. AID 488839;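 active = highest replicate inhibition of at least 50% and at least 75% of replicates reaching 50%; inconclusive = only one of the two criteria met; inactive = both criteria failed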;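 also: plate controls were DMSO neutral control for no effect and GW8510 at 10 µM for full effect; many of its hits are not listed in these tables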
cardiac RTF act – increases calcium sensitivity of human cardiac regulated thin filaments; P19429+P45379; IANBD-labeled TnC RTF fluorescence at EC20 calcium; 0% EC20 calcium, 100% full calcium; activation, % at 7.2 µM; hit rate 0.24% among 340,000; AID 493008;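 active = activation above the mean over all tested compounds plus 3 SD, cut at about 30% in these data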;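 also: rise in fluorescence read as greater calcium sensitivity of cardiac thin filaments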
Rtt109 Vps75 – inhibitors of Candida albicans Rtt109/Vps75 histone acetyltransferase; inhibition, % at 34.9 µM; purified Rtt109/Vps75, ThioGlo CoA-SH fluorescence, 4 h; Q5AAJ8; hit rate 0.16% among 330,000; AID 540336;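 active = inhibition of at least 50% in every replicate; inconclusive = best replicate reaches 50% inhibition but some replicates fall short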
C-LANA FP – KSHV C-LANA DNA binding inhibition; MBP-C-LANA/FAM-LBS DNA binding, fluorescence polarization; inhibition, % at 9 µM; hit rate 0.078% among 340,000;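 active = highest replicate inhibition at or above 60% at 9 µM, even if other replicates fall short; inactive = all replicates below 60% inhibition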;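 also: 0% = neutral control wells and 100% = 4 µM acridine orange control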
Active calls of the source: *; i = inactive; ? = inconclusive; . = no result given. This is a random part of the collection; any-hit rate near 3.2%.

SMILES | Cardiac RTF inh | PvdQ acylase | NSD2 HMT inh | dFosB activator | PfHsp90 yeast 2 | SUMO Mot1 rescue | Keap1 Nrf2 FP | CDK5 inh | cardiac RTF act | Rtt109 Vps75 | C-LANA FP
COc1cccc(CNC(=O)c2nnn(CC(=O)Nc3cccc(C)c3)c2N)c1 | 1 | 4 | -1 | 12 | -9 | -6 | -1 | 0.0 | -3 | -10 | 0.2
Fc1ccc(F)c(NC(=S)NCCc2ccccc2)c1 | -7 | -6 | 29 | -12 | -27 | 14 | 0 | 0.1 | 4 | 3 | 0.2
CC1=NN(C(=O)CSCc2ccccc2)C(O)(c2ccc(F)cc2)C1 (centres undefined) | -5 | 2 | -2 | 0 | -9 | 2 | -3 | -1.4 | 9 | 9 | -1.5
N/C(=N\OC(=O)CCCOc1ccccc1)c1ccncc1 | -5 | -7 | -2 | -10 | 15 | 247 | -1 | -1.1 | 4 | -1 | -2.6
COc1ccc(S(=O)(=O)NC2(C(F)(F)F)NC(=O)N(CCc3ccc(OC)c(OC)c3)C2=O)cc1 (centres undefined) | -2 | -7 | -1 | 2 | -16 | -17 | 0 | -0.3 | -3 | 6 | -2.0
O=C(Nc1nnc(-c2ccc(Cl)s2)o1)C1CC1 | 0 | -9 | -4 | -1 | 3 | 4 | 0 | -0.2 | 2 | -6 | 0.7
COc1ccc(/C=C2\SC(=O)N(CCn3cnnn3)C2=O)cc1 | -4 | -7 | -15 | 6 | 15 | 8 | -6 | -2.5 | 1 | -2 | -0.3
O=C(CCc1cccc(Cl)c1)N1CCCC(Nc2ccccc2)C1 (centres undefined) | -16 | -15 | 7 | -4 | 3 | 1 | 5 | . | -1 | 0 | 0.6
CCOc1cc(C2NC(=O)N(C)C(C)=C2C(=O)OC)cc(Br)c1O (centres undefined) | -7 | -2 | 5 | 1 | -3 | 3 | 2 | -0.6 | 12 | 22 | 0.4
O=P(O)(c1ccccc1)c1ccccc1O | 2 | -11 | -3 | 2 | 11 | -4 | -4 | -0.3 | -2 | 4 | -2.2
O=C1NC(=S)SC1=Cc1cccs1 | 6 | -15 | 34 | 5 | . | . | -3 | 0.0 | 3 | 4 | -2.3
CCn1cc(C(=O)NCc2ccc3c(c2)OCO3)c(=O)c2cc(S(=O)(=O)N3CCOCC3)ccc21 | -3 | -15 | -2 | -18 | 24 | -11 | 0 | -2.2 | -1 | 28 | -1.2
Cn1cnc([N+](=O)[O-])c1Sc1ncnc2nc[nH]c12 | 1 | -3 | . | -2 | -5 | -12 | 0 | -3.1 | 6 | -6 | 0.2
COC(=O)Cn1cc(C(=O)OC)cc(Br)c1=O | -5 | -13 | -5 | -3 | 17 | 4 | 3 | 0.1 | 0 | -5 | 0.2
Cc1ccc(-n2nc3c(c2NC(=O)C2CC2)CS(=O)(=O)C3)cc1 | 2 | -12 | -5 | -4 | -29 | -11 | 0 | 0.7 | 1 | -20 | 0.2
O=C(CN1C(=O)C(=O)c2ccccc21)c1ccc(Cl)cc1 | -3 | -9 | -2 | -6 | -2 | 7 | -7 | 0.4 | 3 | 0 | -0.4
C=CCN=c1scc(-c2ccco2)n1/N=C/c1ccc(O)c(O)c1O | -7 | -8 | 17 | -20 | 15 | 85 | 0 | 1.6 | -2 | ? | -1.2
O=S(=O)(Nc1ccc(F)cc1)c1cccc2nsnc12 | -5 | -6 | 6 | -4 | -8 | -11 | -6 | 0.7 | -3 | -5 | -1.6
COc1ccc(S(=O)(=O)N2CCC(N3CCN(c4ccccc4OC)CC3)CC2)cc1 | -4 | -8 | -11 | -4 | 4 | 1 | 0 | 0.2 | 1 | ? | -1.7
CCc1ccccc1Nc1cc(C(=O)NCc2ccccn2)c2ccccc2n1 | -6 | -9 | -6 | -5 | -4 | -1 | 2 | -0.4 | -4 | -5 | 1.0
O=C(Nc1nc(-c2ccccc2)cs1)C1CCCCN1S(=O)(=O)c1ccc(Cl)cc1 (centres undefined) | -2 | 11 | -3 | -13 | . | 24 | -7 | 0.0 | 3 | -1 | 1.1
O=C(CNC(=O)c1ccc2c(=O)n3c(nc2c1)CCC3)Nc1ccc(F)c(F)c1 | -5 | -10 | -2 | -10 | . | 8 | -5 | 0.2 | 9 | -3 | -0.6
COCC1CCCCN1C(=O)CCCn1nnnc1CN1CCC(C)CC1 (centres undefined) | 1 | -6 | -1 | -4 | -6 | -10 | -2 | 0.5 | 2 | -20 | -0.5
COC(=O)c1cccc(NC(=O)c2ccco2)c1 | 4 | 10 | -3 | 1 | -3 | . | 1 | 1.2 | -4 | 0 | 8.2
Cc1ccc(N(CCC(=O)O)S(=O)(=O)c2ccccc2)cc1 | 1 | 18 | -2 | -3 | -4 | 4 | 0 | 0.3 | 7 | 0 | 2.5
SMILES | Cardiac RTF inh | PvdQ acylase | NSD2 HMT inh | dFosB activator | PfHsp90 yeast 2 | SUMO Mot1 rescue | Keap1 Nrf2 FP | CDK5 inh | cardiac RTF act | Rtt109 Vps75 | C-LANA FP
O=C(CN1CCCCCC1)N1c2ccccc2Sc2ccc(C(F)(F)F)cc21 | -4 | -13 | 0 | 1 | 17 | -14 | -2 | -0.9 | 7 | . | -0.9
Cc1cc(Cl)ccc1NC(=S)NCc1ccccc1Cl | 4 | 5 | -2 | -3 | -2 | 21 | -2 | 4.3 | 4 | -3 | 1.1
Cc1ccc(C(=O)NNC(=O)CSc2n[nH]c(-c3cccnc3)n2)cc1 | 9 | 26 | 2 | -1 | 6 | 0 | -6 | 0.2 | 8 | 31 | 1.0
COc1ccc(CC(=O)N2CC(=O)N(CCc3ccccc3)C(=O)C2)cc1 | -10 | -14 | -1 | -7 | 36 | 14 | -3 | -3.1 | -3 | 0 | -0.3
CCOC(=O)c1[nH]c(C)c(C(=O)Nc2cc(OC)ccc2OC)c1C | -12 | 4 | 0 | -11 | -4 | -6 | 0 | 0.7 | -3 | 6 | 0.5
CCCc1cc(=O)oc2c(CN3CCOCC3)c(O)ccc12 | 5 | -22 | 1 | -11 | -6 | 7 | -4 | 1.7 | 3 | i | -0.4
COc1ccc(NC(=O)c2ccc(Br)o2)cc1 | 0 | 8 | . | 2 | . | -4 | -1 | -0.1 | 3 | -4 | 1.7
CSCC[C@H](N)C(=O)N1CCC(C(=O)N[C@@H](Cc2c[nH]c3ccccc23)C(=O)O)CC1 | -3 | 6 | 4 | -4 | 3 | 9 | 0 | 2.2 | 5 | -5 | 0.5
COc1ccc(C(C)=O)cc1COC(=O)CCC(=O)c1cccs1 | -8 | -4 | 0 | -5 | . | -5 | -3 | 0.4 | 3 | 4 | -0.2
COc1ccc(-n2c(Cc3cccn3C)nnc2SCC(=O)Nc2nc(C)cs2)cc1 | -6 | -13 | . | -5 | 0 | -11 | -4 | -1.9 | 11 | -7 | 1.2
C/C(=N\NC(=O)c1cc(C)oc1C)c1ccc2ccccc2c1 | 7 | -5 | 0 | -5 | -1 | 2 | 1 | -0.8 | -3 | -2 | 1.6
CC1=C/C(=N\NC(=O)c2ccccc2)CC1 | -3 | 7 | -3 | 3 | -18 | 42 | 0 | 0.1 | 2 | . | -0.1
c1ccc(-c2nc(NCc3cccnc3)c3ccccc3n2)cc1 | -2 | 5 | 0 | -29 | 4 | 9 | 3 | 0.5 | 1 | 5 | -7.3
Cc1cc(NC(=O)c2ccco2)c(=O)n(Cc2cccc(C(F)(F)F)c2)c1 | -8 | 5 | -3 | 5 | 15 | 13 | 5 | 0.1 | -4 | 14 | -0.8
Cc1ccc(C)c(S(=O)(=O)N2CCCC2CNC(=O)C(=O)NCc2cccs2)c1 (centres undefined) | -4 | -16 | -1 | -4 | 10 | 16 | 0 | -1.9 | 0 | 0 | -0.5
O=[N+]([O-])CC(c1ccc(F)cc1)c1c[nH]c2ccccc12 (centres undefined) | 0 | -4 | 1 | 1 | -75 | -4 | -2 | 0.9 | 1 | -5 | -1.4
Cc1csc2c(N(C)CCO)ncnc12 | 3 | -6 | -2 | -6 | 12 | -5 | 5 | -1.6 | -7 | -1 | 0.8
N#C/C(=C/c1cccc(O)c1)C(=O)NCc1ccc(Cl)cc1 | -7 | -7 | -5 | -3 | -22 | i | -3 | 2.8 | 0 | 3 | -2.9
COC(=O)Cc1ccc(OC(=O)C2CCN(S(=O)(=O)c3ccc(OC)c(OC)c3)CC2)cc1 | -9 | -16 | 1 | -4 | -15 | -15 | -4 | 0.2 | -2 | 5 | 0.2
CC(=O)Nc1ccc(OCc2ccc(S(=O)(=O)Cc3ccccc3)cc2)cc1 | 1 | -7 | -1 | 5 | -6 | 4 | -2 | -2.2 | 2 | 3 | 0.1
CC(O)CNc1nc2ccccc2n1CC(=O)N1CCN(Cc2ccccc2)CC1 (centres undefined) | -7 | -12 | -5 | -4 | 12 | -15 | -2 | -0.4 | 4 | -8 | -1.4

Of the compounds above, 6 contain a Cl atom:
SMILES | Cardiac RTF inh | PvdQ acylase | NSD2 HMT inh | dFosB activator | PfHsp90 yeast 2 | SUMO Mot1 rescue | Keap1 Nrf2 FP | CDK5 inh | cardiac RTF act | Rtt109 Vps75 | C-LANA FP
O=C(Nc1nnc(-c2ccc(Cl)s2)o1)C1CC1 | 0 | -9 | -4 | -1 | 3 | 4 | 0 | -0.2 | 2 | -6 | 0.7
O=C(CCc1cccc(Cl)c1)N1CCCC(Nc2ccccc2)C1 (centres undefined) | -16 | -15 | 7 | -4 | 3 | 1 | 5 | . | -1 | 0 | 0.6
O=C(CN1C(=O)C(=O)c2ccccc21)c1ccc(Cl)cc1 | -3 | -9 | -2 | -6 | -2 | 7 | -7 | 0.4 | 3 | 0 | -0.4
O=C(Nc1nc(-c2ccccc2)cs1)C1CCCCN1S(=O)(=O)c1ccc(Cl)cc1 (centres undefined) | -2 | 11 | -3 | -13 | . | 24 | -7 | 0.0 | 3 | -1 | 1.1
Cc1cc(Cl)ccc1NC(=S)NCc1ccccc1Cl | 4 | 5 | -2 | -3 | -2 | 21 | -2 | 4.3 | 4 | -3 | 1.1
N#C/C(=C/c1cccc(O)c1)C(=O)NCc1ccc(Cl)cc1 | -7 | -7 | -5 | -3 | -22 | i | -3 | 2.8 | 0 | 3 | -2.9
